FLuc counter: firefly luciferase modulation, counter-screen for miR-21 project | P08659 | purified FLuc, Km substrates, luminescence inhibition | Potency, µM (series often up to 57.5 µM), inactives show at the highest dose activity change, negative = inhibition, hits mostly inhibitors | 360,000 tested, 6.9% active | AID 588342;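 further: potency means the concentration at half of the fitted maximal effect; plate controls were vehicle for no effect and reference inhibitor for full effect; nearly all actives have a fitted effect of over 55% in size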
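Purified P. pyralis luciferase (10nM final) with 10uM D-luciferin and 10uM ATP (Km levels) in 50mM Tris acetate pH 7.5, 10mM Mg acetate, 0.01% Tween-20, 0.05% BSA; qHTS 6-point titration, ~60 µM downward; luminescence read.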
ELG1 genotox: induces genotoxicity in HEK293T cells with luciferase-tagged ELG1. HEK293T ELG1-luciferase reporter, luminescence, 16 h. 330,000 tested, 1.3% active. Potency, µM (series often up to 46 µM), for inactives: top-dose activity change, positive = activation, actives largely listed as activators; further: potency means the concentration at half of the fitted maximal effect; % of control where 0% means no effect; nearly all actives have a fitted effect of over 60% in size
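Step 1: seed 2,000 HEK293T ELG1-luciferase cells per well. Step 2: add compound or DMSO, incubate 16 hr at 37 °C. Step 3: ONE-Glo, 30 min at room temperature, read luminescence.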
Rab9 promoter act: activators of Rab9 promoter | Huh7 Rab9 promoter-luciferase reporter, luminescence, 24 h | Potency, µM (series often up to 9.22 µM), without a hit: at the top dose activation, negative = inhibition, most hits filed as activators | 320,000 tested, 2.8% active; further: potency means the concentration at half of the fitted maximal effect; % of control where 0% means no effect; nearly all actives have a fitted effect of over 60% in size
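Luminescence from Amplite-detected luciferase (10 minutes, ambient) reports Rab9 promoter activation. Before that, stable Rab9-luciferase Huh7 cells (1500/well, reduced-serum OP-MEM I plus 10% FBS) were exposed to compound for 24 hours at 37C.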
uPA generation: inhibitors of cell surface uPA generation. cell surface uPA generation assay, qHTS. Potency, µM (titrated, usually from 38.3 µM), for the others: at the highest dose activity change, negative = inhibition, most hits filed as inhibitors. 330,000 tested, 0.31% active. AID 540303; active means well fitted inhibition curve with a large enough effect; inconclusive means small, poorly fitted or top-dose-only effect; inactive means no such curve, though single readings can be large or run the other way; tested in mouse RAW 264.7 cells; further: potency means the concentration at half of the fitted maximal effect; on the % scale 0 is the no-effect control and ±100 the full control effect; nearly all actives have a fitted effect of over 55% in size
NPC1 prom act: activators of NPC1 promoter | Huh7 NPC1 promoter luciferase reporter, 24 h | Potency, µM (doses to about 9.22 µM), inactives show at the highest dose activation, usual class: activators | 320,000 tested, 2.4% active | AID 485313;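 further: potency means the concentration at half of the fitted maximal effect; % of control where 0% means no effect; nearly all actives have a fitted effect of over 60% in size; reporter is driven by a mutant NPC1 promoter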
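Luminescence from an NPC1 promoter-driven luciferase reporter in stably transfected Huh7 cells was measured after 24 h compound treatment at 37 °C, followed by 10 min ambient incubation with luciferase detection reagent.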
KCNH2 3.1 block: KCNH2 3.1 (human) potassium channel inhibition; U2OS KCNH2 3.1, thallium flux FluxOr; hits give low values; activity change, % (tested at about 1.8 µM); 340,000 tested, 0.95% active;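 active means maximum activity change below -70%; inconclusive means maximum activity change from -70% to -50%; inactive means maximum activity change above -50%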;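 further: thallium influx rate constant from kinetic fluorescence after stimulation buffer; on the % scale 0 is the no-effect control and ±100 the full control effect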
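Normalized rate constant (relative to positive and negative DMSO controls) derived from a 2 min kinetic fluorescence read after stimulation; U2OS cells expressing the 3.1 isoform via virus at 1.77 x 10^8 /mL.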
RORg inh: blocks mouse ROR gamma transcriptional activity | P51450 | Drosophila S2 Gal4-RORgamma UAS-luciferase reporter, 20 h | Potency, µM (top dose mostly 53.6 µM), without a hit: at the top dose activity change, negative = inhibition, actives largely listed as inhibitors | 310,000 tested, 5.4% active | AID 2551; further: potency means the concentration at half of the fitted maximal effect; on the % scale 0 is the no-effect control and ±100 the full control effect; nearly all actives have a fitted effect of over 60% in size
Target sequence (P51450 whole entry, looked up, the tested form may be a part): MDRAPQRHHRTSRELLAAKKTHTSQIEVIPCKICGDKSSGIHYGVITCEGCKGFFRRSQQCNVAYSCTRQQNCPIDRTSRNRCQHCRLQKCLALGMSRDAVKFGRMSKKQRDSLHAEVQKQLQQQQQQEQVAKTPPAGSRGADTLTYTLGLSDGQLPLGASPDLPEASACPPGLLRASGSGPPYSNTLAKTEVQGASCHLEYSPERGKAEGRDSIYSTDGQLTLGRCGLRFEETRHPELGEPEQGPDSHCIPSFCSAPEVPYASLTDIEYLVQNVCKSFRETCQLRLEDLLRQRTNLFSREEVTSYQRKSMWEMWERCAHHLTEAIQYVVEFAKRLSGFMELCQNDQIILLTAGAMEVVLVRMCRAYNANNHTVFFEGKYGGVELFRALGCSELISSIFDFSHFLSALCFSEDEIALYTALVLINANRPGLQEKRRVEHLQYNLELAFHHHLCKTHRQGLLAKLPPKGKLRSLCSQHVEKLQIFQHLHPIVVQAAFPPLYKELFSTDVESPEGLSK
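Luminescence from a UAS-regulated Photinus luciferase reporter in stably transfected Drosophila Schneider cells is measured; decreased signal marks ROR gamma inhibition. Fusion expression is induced by 700 uM copper sulfate for 20 hr.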
Gal4-VP16 FLuc: Gal4-VP16 reporter inhibition counter-screen | AID 2546 | Potency, µM (titrated, usually from 53.6 µM), for inactives: at the highest dose activity, negative = inhibition, hits mostly inhibitors | Drosophila S2 Gal4-VP16 UAS-luciferase, luminescence, 20 h | 310,000 tested, 3.5% active;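 further: Gal4-VP16 expression switched on by copper sulfate through the metallothionein promoter; potency means the concentration at half of the fitted maximal effect; on the % scale 0 is the no-effect control and ±100 the full control effect; nearly all actives have a fitted effect of over 50% in size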
Giardia kill: Giardia lamblia killing; Giardia lamblia trophozoite viability; activity change, % at 7.66 µM, hits read low; 340,000 tested, 0.15% active; in the data active means activity change below about -80%; inconclusive means between about -30% and that limit;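 further: parasites exposed to compound for two days anaerobically before the ATP read; on the % scale 0 is the no-effect control and ±100 the full control effect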
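Trophozoite viability was measured as ATP-dependent luminescence, read 15-30 min after reagent addition. Before that, parasites at 100 cells/well were exposed to compounds for 48 h, anaerobically, at 37 deg C.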
Tb PFK block: inhibitors of T. brucei phosphofructokinase. O15648. T. brucei PFK, ADP-Glo luminescence. Potency, µM (highest dose often 57.5 µM), for the others: at the top dose activity, negative = inhibition, most hits filed as inhibitors. 330,000 tested, 0.17% active. AID 485367;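 further: potency means the concentration at half of the fitted maximal effect; 0% = uninhibited 1x PFK enzyme wells and -100% = no-enzyme wells; nearly all actives have a fitted effect of over 60% in size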
Target sequence (O15648 whole entry, looked up): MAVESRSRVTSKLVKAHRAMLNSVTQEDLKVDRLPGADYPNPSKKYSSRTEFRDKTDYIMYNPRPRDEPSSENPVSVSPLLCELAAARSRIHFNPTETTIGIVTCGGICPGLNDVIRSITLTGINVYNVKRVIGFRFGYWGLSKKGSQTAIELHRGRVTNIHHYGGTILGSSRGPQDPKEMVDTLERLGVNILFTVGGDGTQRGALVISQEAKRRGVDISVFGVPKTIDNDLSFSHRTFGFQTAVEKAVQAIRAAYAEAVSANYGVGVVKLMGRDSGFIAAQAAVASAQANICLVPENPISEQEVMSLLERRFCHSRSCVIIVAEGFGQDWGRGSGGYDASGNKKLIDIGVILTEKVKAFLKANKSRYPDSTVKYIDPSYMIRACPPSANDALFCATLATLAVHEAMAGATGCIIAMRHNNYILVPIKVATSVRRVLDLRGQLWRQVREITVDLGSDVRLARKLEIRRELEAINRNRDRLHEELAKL
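Luminescent ADP detection (ADP-Glo, two-step: ATP depletion then ADP-to-ATP conversion for luciferase) reported PFK activity after 45 min room-temperature reaction of 1.25 nM enzyme with 0.5 mM F6P and 0.1 mM ATP at pH 8.0.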
FBPA coupling cs: counter-screen for Giardia aldolase inhibitors: coupling enzyme system; coupling enzyme system counterscreen, AmpLite Red fluorescence; activity change, negative = inhibition, % at 58.2 µM, hits read low; 290,000 tested, 0.67% active; in the data active means activity change below about -30%; further: on the % scale 0 is the no-effect control and ±100 the full control effect
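Counterscreen of the coupled detection system alone, without aldolase: glyceraldehyde-3-phosphate coupling enzymes plus AmpLite Red readout. Compounds at 57.5 uM final, 10 min RT preincubation, 20 min RT reaction, fluorescence 525/598 nm.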
* marks the source's active call; other numbers are inactive results; ? = inconclusive; · = not tested or not shown; [ ] = remark or other dose. Unless noted, the call rests on the fitted dose curve; in most records, active means well fitted curve in the direction sought with a large enough effect; inconclusive means small, poorly fitted or top-dose-only effect, or another doubt; inactive means no such curve, though single readings can be large; an effect the other way counts as inactive or inconclusive.

SMILES	FLuc counter	ELG1 genotox	Rab9 promoter act	uPA generation	NPC1 prom act	KCNH2 3.1 block	RORg inh	Gal4-VP16 FLuc	Giardia kill	Tb PFK block	FBPA coupling cs
CC(C)(C)OC(=O)N1CCC(c2c(C(=O)NC3CC3)cnn2-c2ccc(Cl)cc2)CC1	2%	0%	1%	8%	-1%	-11	1%	2%	-8	3%	-1
O=C(c1ccccc1)N1N=C(c2ccccc2O)CC1c1ccccc1 (stereo not given)	2%	-4%	-2%[1.84 µM]	-2%	-3%	-4	-32%	3%	0	2%	-1
O=C(NCCN1CCOCC1)c1sc2cc(Cl)ccc2c1Cl	-16%	16%	0%	6%	1%	2	30%	10%	4	0%	1
CCN1C(C)=C(C)S/C1=C1\SC(=S)N(C2CCCCC2)C1=O	-10%	0%	-3%	7%	-1%	-3	-1%	2%	-3	0%	5
Cc1ccc(S(=O)(=O)N2CCC[C@H]2C(=O)OCCN2C(=O)c3ccccc3C2=O)cc1	-1%	-1%	-8%	-6%	1%	14	·	·	-8	-1%	·
O=C(O)COc1ccccc1Cc1ccccc1	-1%	-1%	8%	-3%	2%	1	-3%	-5%	-4	-2%	8
Cc1ccc(S(=O)(=O)N2CCCC2C(=O)Oc2ccccc2)cc1 (stereo not given)	-2%	2%	-4%	1%	-5%	-16	6%	-7%	13	-1%	2
O=C(Cn1c(NCCO)nc2ccccc21)c1ccc(Cl)cc1	1%	1%	3%	-3%	7%	-9	-1%	-11%	-1	2%	6
COc1ccccc1C(=O)Nc1cccc(C(=O)c2ccccc2)c1	17µM*	2%	1%	-2%	-2%	-10	42%	6%	2	-6%	3
O=C(NNC(=O)c1ccccc1OCc1ccccc1)c1ccccc1O	19µM*	6%	-20%	-1%	-13%	8	6.3µM*	11µM*	-15	-3%	·
COCC(=O)N(Cc1cc2ccccc2[nH]c1=O)c1ccc(OC)cc1	3%	-1%	-5%	-7%	0%	-2	9%[10 µM]	-4%	-1	1%	3
Cc1c(NC(=O)Nc2cccs2)cccc1[N+](=O)[O-]	-17%	-10%	-9%	?	-25%	-3	?	?	6	-10%	0
CCOC(=O)c1ccccc1NC(=O)c1ccccc1N(C)S(C)(=O)=O	4%	·	·	-1%	·	12	20%	-6%	-4	·	-1
CN(C)CCCNS(=O)(=O)c1cc(Cl)ccc1Cl	6%	18µM*	17%	·	-1%	6	6%	0%	-3	0%	4
O=C(CC(=O)c1c(F)cccc1Cl)c1ccccc1O	-14%	-9%	3%	-3%	6%	4	20µM*	11µM*	23	-1%	0
COc1ccc(S(=O)(=O)N2CCN(C(=O)CN3C(=O)NC(C)(c4ccc5ccccc5c4)C3=O)CC2)cc1 (stereo not given)	0%	-4%	2%	-5%	-1%	-3	·	·	6	-1%	·
COc1ccccc1NC(=O)CN(C)S(=O)(=O)c1ccc2c(c1)CCC(=O)N2	8%	0%	6%	0%	-1%	-6	-43%	5%	-18	1%	5
CC(C)Nc1oc(-c2cccc3ccccc23)nc1C#N	12µM*	?	?	-9%	0%	9	0%	27%	-3	3%	-1
COc1ccc2nc(SCC(=O)NC3CCCCC3)[nH]c2c1	2%	3%	-3%	0%	0%	29	-1%	-1%	-19	-4%	-3
CC(=O)N1CCN(c2ccccc2NC(=O)c2ccc(C#N)cc2F)CC1	4%	-1%	2%	-7%	5%	3	-1%	-11%	-15	-2%	-5
CCOc1ccccc1N1CCN(C(=O)COc2ccc3c(C)cc(=O)oc3c2)CC1	-2%	-13%	-4%	4%	-5%	-14	-20%	2%	-10	12%	-1
CCSc1nnc(NC(=O)CCNS(=O)(=O)c2cc(Br)cnc2N)s1	0%	-18%	-1%	2%	-4%	-3	25%[0.365 µM]	·	8	-4%	-1
CCCCNC(=O)c1cc2c(-c3ccc(Cl)cc3)nn(C)c2s1	-1%	3%	-6%	3%	-8%	4	-19%	-20%	15	0%	1
Cn1[nH]c(C(F)(F)F)c(C=Nc2ccc(Cl)cc2)c1=O	-13%	3%	2%	-5%	-4%	-16	7%	-2%	7	-10%	0
Cc1cc(C)c(C)c(OCC(=O)NCc2nc(-c3ccccc3)no2)c1	1%	9%	0%	10%	-5%	-3	39%	8%	-10	-5%	-1

Compound profiles, from the list above. Order of screens: FLuc counter, ELG1 genotox, Rab9 promoter act, uPA generation, NPC1 prom act, KCNH2 3.1 block, RORg inh, Gal4-VP16 FLuc, Giardia kill, Tb PFK block, FBPA coupling cs
Entry for COc1ccccc1C(=O)Nc1cccc(C(=O)c2ccccc2)c1 : 17µM*, 2%, 1%, -2%, -2%, -10, 42%, 6%, 2, -6%, 3
Entry for COc1ccccc1NC(=O)CN(C)S(=O)(=O)c1ccc2c(c1)CCC(=O)N2 : 8%, 0%, 6%, 0%, -1%, -6, -43%, 5%, -18, 1%, 5
Entry for O=C(O)COc1ccccc1Cc1ccccc1 : -1%, -1%, 8%, -3%, 2%, 1, -3%, -5%, -4, -2%, 8
Entry for O=C(Cn1c(NCCO)nc2ccccc21)c1ccc(Cl)cc1 : 1%, 1%, 3%, -3%, 7%, -9, -1%, -11%, -1, 2%, 6

The listing continues.
SMILES	FLuc counter	ELG1 genotox	Rab9 promoter act	uPA generation	NPC1 prom act	KCNH2 3.1 block	RORg inh	Gal4-VP16 FLuc	Giardia kill	Tb PFK block	FBPA coupling cs
COc1cccc(CN2CC(C(=O)N3CCN(c4ccc(Cl)cc4)CC3)CCC2=O)c1 (stereo not given)	-1%	-3%	-2%	-7%	1%	·	-2%	7%	0	-7%	·
CCc1cccc(C)c1NC(=O)Nc1ccc2c(c1)OCO2	3%	0%	1%	7%	-3%	4	21%	-5%	34[activator]	-1%	2
COc1ccc(OC)c(NC(=O)C2CCN(C(=O)c3cccs3)CC2)c1	4%	0%	-9%	-1%	-4%	-14	8%	-4%	4	-2%	3
O=C(Nc1nc2cc3c(cc2s1)OCCO3)C1CCCCC1	0.43µM*	?	0.32µM*	?	0.5µM*	-10	·	·	-7	-8%	·
O=C1C(=O)N(CCN2CCOCC2)C(c2ccccc2F)/C1=C(\O)c1ccc(S(=O)(=O)N2CCOCC2)cc1 (stereo not given)	0%	1%	-1%	10%	3%	-4	-4%	-11%	3	-1%	1
O=C(c1cc([N+](=O)[O-])ccc1N1CCOCC1)N1CCCC1	0%	4%	-1%	-1%	-5%	-7	-33%	-6%	-11	7%	4
CCOC(=O)c1c(-c2ccccc2)[nH]c2ccc(O)cc12	1%	-4%	-1%	-4%	0%	2	21%	-3%	10	-1%	-1
CC1CCN(C(=O)CCc2nnc3ccc(N4CCC5(CC4)OCCO5)nn23)CC1	3%	0%	-1%	-3%	1%	18	-12%	-14%	17	-1%	0
COc1ccc(C(=O)CSc2n[nH]c(-c3ccco3)n2)cc1	0%	-3%	4%	1%	-7%	17	9%	7%	11	-7%	0
O=C(Nc1ccc(-c2csc(Nc3ccccc3)n2)cc1)c1cc([N+](=O)[O-])cc(C(F)(F)F)c1	-7%	-21%	-18%	13%	-13%	-5	?	-8%	-11	1%	-4
Cc1ccccc1N1CCN(C2CCCN(C(=O)c3ccccn3)C2)CC1 (stereo not given)	-3%	-15%	4%	?	2%	3	-28%	-14%	25	3%	·
CCCCN(C(=O)c1ccc2c(c1)OCO2)c1c(N)n(CC(C)C)c(=O)[nH]c1=O	0%	4%	-8%	9%	-2%	16	·	·	-6	2%	·
Cc1cc(C)c2[nH]c(=O)c(CN(CC3CCCO3)C(=S)NCc3ccco3)cc2c1 (stereo not given)	1%	0%	-2%	10%	-2%	5	-16%	-12%	15	-5%	0
CC(=O)c1ccc(NC(=O)CC(NCCC2=CCCCC2)C(=O)O)cc1 (stereo not given)	3%	0%	1%	3%	1%	-7	-2%	-2%	-7	6%	1
CCc1ccc(N2CC34C=CC(O3)C(C(=O)OC(C)C)C4C2=O)cc1 (stereo not given)	0%	4%	-1%	4%	0%	5	5%	3%	?	-9%	0
Cc1ccc(/C=C/C(=O)Nn2cnnc2)cc1	5.4µM*	9%	-9%	-2%	-5%	6	4%	-13%	-13	0%	2

Single values from the entries so far:
O=C(Nc1nc2cc3c(cc2s1)OCCO3)C1CCCCC1 | FLuc counter = 0.43µM*
O=C(Nc1ccc(-c2csc(Nc3ccccc3)n2)cc1)c1cc([N+](=O)[O-])cc(C(F)(F)F)c1 | FBPA coupling cs = -4

Screening data from PubChem.
